# Assay outcomes as filed in PubChem BioAssay.
# MEX-5 binding: C. elegans MEX-5 TCR-2 RNA binding activity; Q9XUB2; MEX-5/FITC-TCR2 RNA binding, fluorescence polarization; stronger effect = lower value; activity score (negative = inhibition of binding), % at 10 µM; 0.38% of 300,000 active; AID 1832;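 active = inhibition past about -25% in most replicates, and total fluorescence under double the plate's negative control median, limit read from the data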;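 note: 0% = DMSO and -100% = 5 µM competing unlabeled TCR2 RNA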
# Fam108B inh: counter-screen for RBBP9 inhibitors: inhibitors of mouse Fam108B; recombinant Fam108B, FP-Rh probe fluorescence polarization; inhibition, % at 9.51 µM; 0.33% of 300,000 active; AID 1947;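 active = inhibition above the screen mean inhibition plus 3 SD, computed separately per campaign, cut at about 18% in these data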;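 note: inhibitors lower polarization as less probe binds the enzyme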
# GSTO1 counter: blocks human GSTO1 in RBBP9 counter-screen; P78417; recombinant GSTO1, activity-based probe fluorescence polarization; inhibition, % at 5.96 µM; 1.1% of 300,000 active;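 active = inhibition above the campaign mean inhibition plus 3 SD, cut at about 35% in these data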;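 note: 0% = GSTO1-1 with DMSO and 100% = wells lacking GSTO1-1 enzyme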
# Target sequence (P78417 whole entry, looked up): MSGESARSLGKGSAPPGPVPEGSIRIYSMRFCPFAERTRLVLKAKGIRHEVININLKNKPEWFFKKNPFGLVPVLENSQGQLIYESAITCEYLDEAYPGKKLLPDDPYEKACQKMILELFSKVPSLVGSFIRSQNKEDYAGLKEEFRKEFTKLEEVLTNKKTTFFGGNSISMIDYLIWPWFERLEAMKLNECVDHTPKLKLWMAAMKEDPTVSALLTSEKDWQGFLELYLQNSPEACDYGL
# PAD4 inh: blocks human protein arginine deiminase 4. 0.41% of 330,000 active. recombinant PAD4, RCA probe fluorescence polarization. Q9UM07. AID 485272. inhibition, % at 6.36 µM;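 active = percent inhibition above a cutoff equal to the mean of all tested compounds plus 3 SD, cut at about 15% in these data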;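 note: 0% = PAD4 with RCA probe and DMSO and 100% = probe without PAD4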
# TPT1 inhibitor: inhibitors of Candida albicans tRNA 2'-phosphotransferase TPT1; recombinant caTPT1, FP RNA substrate dephosphorylation; inhibition, % at 5 µM; 0.81% of 300,000 active; AID 1962;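 active = inhibition above the mean of all tested compounds plus 3 SD, set per screening campaign, cut at about 24% in these data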;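 note: plate controls were DMSO alone for no effect and ferristatin control at 100 nM for full effect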
# MCL1-BIM inh: inhibitors of human MCL1 binding to BIM-BH3 peptide; Q07820; GST-MCL1 / FITC-Bim-BH3 fluorescence polarization; inhibition, % at 10.9 µM; 0.68% of 320,000 active; AID 2057;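 active = inhibition above the mean inhibition of all tested compounds plus 3 SD, set per campaign, cut at about 40% in these data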;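 note: 0% = DMSO wells and 100% = unlabeled Bim-BH3 peptide control; higher means more loss of mP so more displacement of Bim peptide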
# BCLXL inh: inhibitors of human Bcl-xL | GST-Bcl-xL / FITC-Bim BH3 peptide fluorescence polarization | 0.7% of 320,000 active | AID 2129 | Q07817 | inhibition, % at 10.9 µM;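 active = inhibition above the mean of all tested compounds plus 3 SD, cutoff set per campaign, cut at about 30% in these data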;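 note: 0% = DMSO wells and 100% = unlabeled Bim-BH3 peptide competitor; inhibitors lower millipolarization by displacing the labeled peptide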
# Target sequence (Q07817 whole entry, looked up): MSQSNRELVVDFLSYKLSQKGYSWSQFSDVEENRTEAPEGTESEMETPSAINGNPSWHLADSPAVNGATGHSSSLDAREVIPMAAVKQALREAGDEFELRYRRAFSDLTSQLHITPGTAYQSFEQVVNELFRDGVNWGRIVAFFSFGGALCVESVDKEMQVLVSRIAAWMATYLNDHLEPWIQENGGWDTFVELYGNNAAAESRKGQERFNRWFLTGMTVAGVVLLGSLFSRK
# GLD-1 RNA inh: GLD-1-TGE RNA interaction inhibition (C. elegans); Q17339; purified GLD-1 + fluorescein TGE RNA, fluorescence polarization; inhibition, % at 5.96 µM; 0.44% of 320,000 active;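 active = percent inhibition above a per-plate cutoff, the plate mean of test compounds plus 3 SD, cut at about 30% in these data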;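 note: 0% = DMSO wells with GLD-1 and probe and 100% = wells lacking GLD-1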
# Target sequence (Q17339 whole entry, looked up): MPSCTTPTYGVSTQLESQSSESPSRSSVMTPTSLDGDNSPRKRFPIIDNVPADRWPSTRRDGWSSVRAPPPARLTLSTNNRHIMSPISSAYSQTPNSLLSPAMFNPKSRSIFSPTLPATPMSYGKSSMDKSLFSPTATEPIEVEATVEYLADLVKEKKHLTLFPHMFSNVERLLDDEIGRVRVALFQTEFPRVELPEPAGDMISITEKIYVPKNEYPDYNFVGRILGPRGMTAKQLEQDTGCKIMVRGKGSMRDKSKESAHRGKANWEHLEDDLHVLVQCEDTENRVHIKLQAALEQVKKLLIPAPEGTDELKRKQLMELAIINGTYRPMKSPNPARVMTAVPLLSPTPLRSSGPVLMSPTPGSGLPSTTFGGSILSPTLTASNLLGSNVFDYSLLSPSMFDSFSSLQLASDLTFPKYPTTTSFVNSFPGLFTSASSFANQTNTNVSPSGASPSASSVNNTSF
# PME-1 primary: blocks human protein phosphatase methylesterase 1 | Q9Y570 | recombinant PME-1, FP-Rh probe fluorescence polarization | inhibition, % at 5.9 µM | 0.53% of 320,000 active | AID 2130;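 active = inhibition above the campaign mean of all compounds plus 3 SD, cut at about 26% in these data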;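 note: competitive labeling of PME-1 active site by serine hydrolase directed probe; 0% = PME-1 with DMSO and 100% = wells lacking PME-1 enzyme; inhibitors block probe labeling so polarization falls and inhibition rises; many of its hits are not listed in these tables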
# Active calls of the source: *; · = not tested or not shown. The list is partial; rates above refer to the full screens.
SMILES,MEX-5 binding,Fam108B inh,GSTO1 counter,PAD4 inh,TPT1 inhibitor,MCL1-BIM inh,BCLXL inh,GLD-1 RNA inh,PME-1 primary
CC(=O)NS(=O)(=O)c1ccc(NC(=O)CSc2ccc(C)cc2)cc1,-0.9,-4,11,-1,-7,10,11,0,1
CSc1nsc(SC)c1C(=O)NCCNS(=O)(=O)c1ccc(C)cc1,-1.1,-4,4,2,-2,5,6,1,8
NC(=O)c1ncc(C(F)(F)F)cc1Oc1cccc(C(F)(F)F)c1,0.6,-1,0,-4,3,-2,6,3,-2
COc1ccccc1/C=C/C(=O)Nc1ccc2c(c1)CCC2,4.3,-15,-3,-6,0,-10,-7,7,-27
Cn1c2c(c(=O)n(C)c1=O)CN(Cc1ccc3c(c1)OCO3)CN2,-0.5,-1,-2,4,0,6,3,10,-6
COC(=O)C1=NN(C(=O)c2ccc(C)cc2)C(O)(c2ccc(Cl)cc2)C1 (stereo not drawn),-40*,4,10,0,4,-6,1,-7,14
CCN(CC)S(=O)(=O)c1ccc2[nH]cc(C(=O)NCCc3ccccc3)c(=O)c2c1,1.7,-6,-14,1,1,5,4,7,1
Cc1ncc(CO)c2cc(C(=O)Nc3ccccc3Cl)c(=Nc3cccc(C(N)=O)c3)oc12,-1.8,0,-5,0,-3,3,6,3,1
COC(=O)[C@@]1(Cc2ccc(OC)cc2)[C@@H]2C(=CC(=O)[C@H]2CC(=O)C(=O)N2CCCC2)CN1C(=O)c1ccccc1,·,2,3,1,2,7,5,4,14
CN(C(=O)CN1C(=O)/C(=C/c2ccccc2Cl)SC1=S)C1CCS(=O)(=O)C1 (stereo not drawn),-2.6,4,3,-2,1,13,2,-7,-3
O=C(O)c1cccnc1,1.1,3,-1,-1,1,6,2,2,-1
CCc1sc(C(=O)NCc2cc(C)n(C)n2)cc1Br,-0.4,3,3,-3,-1,7,6,0,3
CC(C)(C)NNC(=S)Nc1cccc(C(F)(F)F)c1,1.9,-2,3,3,-2,7,0,1,-2
O=C(C1CC(=O)N(c2ccccc2)C1)N1CCN(c2ccccc2)CC1 (stereo not drawn),2.5,-2,-1,-4,2,2,3,-3,0
C=CCNC(=O)/C(C#N)=C/c1ccc2c(c1)OCCO2,-1.3,-4,0,-2,4,1,-1,3,-3
COc1ccc(CCNCCN2CCOCC2)cc1,-1.1,-3,4,4,-5,14,7,-8,-5
COc1ccccc1OC(C)C(=O)N1CC(=O)Nc2ccccc21 (stereo not drawn),-2.3,1,1,4,0,3,3,2,3
Cc1cc(C)c(S(=O)(=O)N2CCOCC2)c(C)c1N(C)S(=O)(=O)c1ccccc1,0.5,-3,-4,0,1,2,4,-3,3
CCN(CC)C(=O)N1CCC(NC(=O)c2ccc(C(C)(C)C)cc2)CC1,-2.6,-1,-10,-2,2,1,-1,5,-3
CC1CCCN(c2ccc(F)cc2N)C1 (stereo not drawn),-0.1,2,7,-8,-6,6,5,2,7

# A second format for eleven compounds above.
# Order of values: MEX-5 binding	Fam108B inh	GSTO1 counter	PAD4 inh	TPT1 inhibitor	MCL1-BIM inh	BCLXL inh	GLD-1 RNA inh	PME-1 primary
CCN(CC)S(=O)(=O)c1ccc2[nH]cc(C(=O)NCCc3ccccc3)c(=O)c2c1
→ 1.7	-6	-14	1	1	5	4	7	1
Cc1ncc(CO)c2cc(C(=O)Nc3ccccc3Cl)c(=Nc3cccc(C(N)=O)c3)oc12
→ -1.8	0	-5	0	-3	3	6	3	1
COC(=O)[C@@]1(Cc2ccc(OC)cc2)[C@@H]2C(=CC(=O)[C@H]2CC(=O)C(=O)N2CCCC2)CN1C(=O)c1ccccc1
→ ·	2	3	1	2	7	5	4	14
CN(C(=O)CN1C(=O)/C(=C/c2ccccc2Cl)SC1=S)C1CCS(=O)(=O)C1 (stereo not drawn)
→ -2.6	4	3	-2	1	13	2	-7	-3
O=C(O)c1cccnc1
→ 1.1	3	-1	-1	1	6	2	2	-1
CCc1sc(C(=O)NCc2cc(C)n(C)n2)cc1Br
→ -0.4	3	3	-3	-1	7	6	0	3
CC(C)(C)NNC(=S)Nc1cccc(C(F)(F)F)c1
→ 1.9	-2	3	3	-2	7	0	1	-2
O=C(C1CC(=O)N(c2ccccc2)C1)N1CCN(c2ccccc2)CC1 (stereo not drawn)
→ 2.5	-2	-1	-4	2	2	3	-3	0
C=CCNC(=O)/C(C#N)=C/c1ccc2c(c1)OCCO2
→ -1.3	-4	0	-2	4	1	-1	3	-3
COc1ccc(CCNCCN2CCOCC2)cc1
→ -1.1	-3	4	4	-5	14	7	-8	-5
COc1ccccc1OC(C)C(=O)N1CC(=O)Nc2ccccc21 (stereo not drawn)
→ -2.3	1	1	4	0	3	3	2	3

# Additional records follow.
SMILES,MEX-5 binding,Fam108B inh,GSTO1 counter,PAD4 inh,TPT1 inhibitor,MCL1-BIM inh,BCLXL inh,GLD-1 RNA inh,PME-1 primary
CCn1c(SCC(=O)Nc2cc(C)on2)nc2sc3c(c2c1=O)CCCC3,-5.8,-12,8,-7,5,2,0,-7,-9
CCOC(=O)c1c(C)oc2c1c(C(c1ccncc1)N1CCOCC1)c(O)c1ccccc12 (stereo not drawn),·,5,12,-7,-2,13,23,-2,17
Cn1cc(Br)c(C(=O)NC2CCCCC2)n1,2.8,1,6,-6,-4,12,8,1,-2
CC(C)C(NC(N)=O)C(=O)NC1CCCCC1 (stereo not drawn),3.2,-3,3,-13,1,-12,-5,2,-1
O=C(CCc1ccc(S(=O)(=O)N2CCOCC2)cc1)N/N=C/c1ccc(F)cc1F,-1.6,1,5,-4,0,-2,1,8,4
Cc1c(C(=O)Nc2ccccc2F)sc2ncn(CC(=O)N3CCCCC3)c(=O)c12,0.1,-3,-1,-2,-1,-10,-3,12,-6
COc1ccccc1OCCCC(=O)Nc1nnc(C2CCCO2)s1 (stereo not drawn),2.4,1,-1,2,0,2,4,4,8
COc1ccc(-c2csc(-c3[nH]cnc3N)n2)cc1,-0.4,6,-12,-10,13,-3,0,-2,0
CC(C)N(C(=O)CSc1ncnc2sc(-c3ccccc3)cc12)C(C)C,0.9,-1,1,0,2,-1,1,0,0
Cc1ccc(-n2[nH]c(C)c(C=Nc3ccc(S(=O)(=O)Nc4nccs4)cc3)c2=O)cc1C,1.0,2,2,-11,-2,-4,9,-9,-2
Cc1cccc(C(=O)N2CCNC(=O)C2CC(=O)Nc2cccc(Cl)c2)c1 (stereo not drawn),3.3,3,-3,-7,24*,7,-2,7,6
CSc1cccc(NC(=S)NC(=O)CCc2ccccc2)c1,-1.5,-12,1,0,-3,-2,-1,7,-11
O=C(O)c1cc(-c2ccc(-c3ccc(F)cc3)o2)nc2ccccc12,-4.9,5,-8,-11,1,29,26,17,1
COc1cccc(N2CCN(C(=O)c3ccc(CS(=O)Cc4ccccc4Cl)o3)CC2)c1 (stereo not drawn),-3.4,8,4,-1,2,-6,3,-6,4
O=C(c1ccc(F)cc1)C1CCN(C(=O)c2ccccc2)CC1,-2.1,2,1,2,3,-1,1,2,-5
CC(C)(C)c1nc2ccccc2c2nnc(SCC(=O)Nc3nc4ccccc4s3)n12,1.9,-3,1,1,2,-3,-1,8,-2
CCCCNC(=S)NCc1ccc2[nH]c(C)cc2c1,2.3,-1,-4,0,2,10,2,3,3
Nc1cc(Cl)ccc1Oc1ccc(Cl)cc1,1.8,-1,-3,-3,1,4,0,6,0
CCOC(=O)C1C(=O)NC(c2ccccc2)=NC1c1ccc(Cl)cc1 (stereo not drawn),-3.2,0,3,-1,-1,-6,4,1,2
Cc1ccc(-c2nn(CCC(N)=O)c(=O)c3ccccc23)cc1,-0.4,1,-2,2,0,-2,5,1,4
O=C(O)CCc1ccc(-c2ccc(Cl)cc2)o1,0.2,4,20,-1,-3,6,7,8,2
C/C(=N\NC(=O)c1ccn(C)n1)c1cccc(NC(=O)c2ccc(C)s2)c1,0.3,-1,3,4,-1,-6,5,-1,-3
CCO/N=C1\C(=O)N(c2ccccc2)c2ccccc21,-0.1,0,9,-5,0,0,6,4,-4
COC(=O)C1=C(N)c2ccccc2C1(C#N)c1ccccc1 (stereo not drawn),0.6,0,1,-5,1,3,4,4,-1
CCNC(=O)CN1c2cccc3cccc(c23)S1(=O)=O,-1.8,2,10,5,-2,-8,9,6,1
COc1ccc(NC(=O)c2ccc(COCC(F)(F)C(F)F)cc2)cc1,-0.4,4,-4,-2,2,-3,1,0,-2
COc1ccc(OCc2n[nH]c(=S)n2N)cc1,-0.7,-4,3,2,-5,-5,-4,4,7
CC1CCN(S(=O)(=O)c2nnc(NC(=O)c3ccccc3Br)s2)CC1,1.2,-5,-87,1,-1,7,3,7,2
O=C(O)c1cn(Cc2cccnc2)c(=O)c2ccccc12,-3.4,0,5,4,1,1,6,4,-1
Cc1cc(Cl)ccc1OCC(=O)NCC(c1cccs1)N1CCOCC1 (stereo not drawn),-0.3,-5,3,-3,0,5,6,0,5
CCN(C(=O)CSc1nnc2ccccn12)c1c(N)n(Cc2ccccc2)c(=O)[nH]c1=O,1.6,2,-1,-8,6,-1,-2,3,-4
O=C(Nc1nnc(SCc2ccccc2)s1)c1cc2c(s1)CCCC2,1.1,2,9,-2,1,3,-3,5,3
COc1cc(O)c(C(CC(=O)N2CCCC2)c2ccc3c(c2)OCO3)c(OC)c1 (stereo not drawn),2.0,3,2,-1,-4,1,2,-1,5
CCOC(=O)c1cnn2c(C(F)F)cc(C3CC3)nc12,2.3,-1,9,-2,0,-1,2,2,-2
COCc1cc(C)nc(SCc2ccccc2Cl)c1C#N,0.5,-3,4,-1,-2,-2,10,-1,-10
N[C@H]1C(O)O[C@H](CO)[C@@H](O)[C@@H]1O (stereo partly drawn),-5.9,3,6,-1,-4,-1,7,-1,1
Cc1c(Br)c([N+](=O)[O-])nn1CCCC(=O)Nc1sc2c(c1C(N)=O)CCC(C)C2 (stereo not drawn),-1.3,1,-2,-5,-5,6,7,1,-6
O=[N+]([O-])c1ccc(N2CCCCCC2)c(S(=O)(=O)N2CCCCC2)c1,-0.5,3,-7,5,-3,-4,3,7,-3
O=S(=O)(/N=C(/NS(=O)(=O)c1ccccc1)c1ccccc1)c1ccccc1,-2.1,-1,-3,4,-2,-2,3,4,2
CCOc1ccccc1OCC(=O)O,-0.9,-3,10,3,0,-2,-3,5,0
COc1ccc(-c2cc(C(=O)N3CCN(c4cccc(C)c4C)CC3)c3ccccc3n2)cc1OC,-0.4,-5,-10,2,-2,5,1,7,-18
O=C(Nc1ccncc1)c1ccc(Cl)c(Cl)c1,2.3,3,0,-5,3,4,1,-1,-5
O=C(CSc1nnc(Cc2cc(=O)[nH]c(=O)[nH]2)n1-c1ccccc1)N1CCCC1,-4.3,0,-3,-1,-11,2,1,4,-2
